TDP1 inh: TDP1 (human) enzyme inhibition; Q9NUW8; recombinant TDP1, AlphaScreen DNA substrate cleavage; Potency, µM (top dose mostly 130 µM), for the others: at the top dose activity change, negative = inhibition, usual class: inhibitors; 350,000 tested, 0.28% active; AID 485290; also: nearly all actives have a fitted effect of over 40% in size
Target sequence (Q9NUW8 whole entry, looked up): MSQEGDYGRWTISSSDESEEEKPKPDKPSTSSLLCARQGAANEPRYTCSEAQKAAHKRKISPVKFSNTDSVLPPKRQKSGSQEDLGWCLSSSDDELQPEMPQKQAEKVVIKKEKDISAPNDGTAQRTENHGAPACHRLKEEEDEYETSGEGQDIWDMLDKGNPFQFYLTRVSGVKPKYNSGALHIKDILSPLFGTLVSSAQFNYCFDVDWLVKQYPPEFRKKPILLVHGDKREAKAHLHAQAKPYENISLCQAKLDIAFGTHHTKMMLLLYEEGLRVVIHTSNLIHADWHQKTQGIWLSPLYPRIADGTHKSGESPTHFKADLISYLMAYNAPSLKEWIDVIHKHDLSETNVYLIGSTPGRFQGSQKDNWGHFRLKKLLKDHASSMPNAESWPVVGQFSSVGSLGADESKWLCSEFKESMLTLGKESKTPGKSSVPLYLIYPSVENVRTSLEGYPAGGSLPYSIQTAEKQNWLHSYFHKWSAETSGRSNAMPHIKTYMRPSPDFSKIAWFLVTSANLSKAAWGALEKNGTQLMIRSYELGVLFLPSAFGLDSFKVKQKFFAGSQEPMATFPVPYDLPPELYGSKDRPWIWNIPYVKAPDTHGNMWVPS
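Steps: enzyme plus compound, 15 min RT; add biotin/phosphotyrosine-FITC oligonucleotide (15 nM final), react 5 min; add donor/acceptor beads (10 ug/ml final), 10 min; read AlphaScreen. Tdp1 at 1 nM final.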
N370S GC: N370S glucocerebrosidase modulation, Gaucher chaperone candidate | Potency, µM (highest dose often 59.4 µM), inactives show at the top dose activity change, negative = inhibition, actives largely listed as inhibitors | 330,000 tested, 0.092% active | P04062 | N370S GC spleen homogenate, 4MU-glucoside fluorescence;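 also: 0% = full enzyme activity and -100% = no enzyme basal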
DT40 TDP1 no CPT: qHTS for Inhibitors of human tyrosyl-DNA phosphodiesterase 1 (TDP1): qHTS in cells in absence of CPT | DT40 Tdp1-/- hTDP1 cells, no CPT, ATP luminescence, 48 h | Potency, µM (titrated, usually from 46.2 µM), for the others: at the top dose activity change, negative = growth inhibition, actives largely listed as inhibitors | 420,000 tested, 15% active; also: nearly all actives have a fitted effect of over 55% in size
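Luminescent ATP content (CellTiter-Glo) served as the growth readout. Knockout chicken DT40 cells expressing human TDP1 were exposed to compounds without camptothecin for a minimum 48 hr at 37 °C.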
The depositor's hits bear a star; ? = inconclusive; · = not tested or not shown; & = joins results of further samples; [ ] = dose if it differs, or a comment. Calls follow the shape of the dose curve; as a rule, active = well fitted curve in the direction sought with a large enough effect; inconclusive = small, poorly fitted or top-dose-only effect, or another doubt; inactive = no such curve, though single readings can be large; an effect the other way counts as inactive or inconclusive. Unless noted, % is scaled to controls: 0 for no effect and ±100 for the full control effect; potency is read from the fitted curve at half-maximal effect. These rows are one share of the data, so the mix of outcomes need not match the whole.

Values run as follows: DT40 TDP1 no CPT	N370S GC	TDP1 inh
CCOC(=O)C(NC(C)=O)(OCc1ccc(F)cc1)C(F)(F)F (configuration not stated)
    -11%	-2%	-6%
O=C(C1CCC1)N1CCc2cc(S(=O)(=O)NCCCN3CCCCC3)ccc21
    -8%	-15%	0%
O=C(NCCc1ccc(F)cc1)Nc1ccccc1Cl
    -3%	-1%	0%
Cc1c(C#N)c(SCC(N)=O)nc2c1CCCC2
    -7%	9%	3%
CC(CC(=O)O)CC(=O)Nc1ccc(S(N)(=O)=O)cc1 (configuration not stated)
    -21%	3%	1%
O=C(c1ccco1)N1N=C(c2cccs2)CC1c1ccco1 (configuration not stated)
    10%	5%	3%
Cn1ncc2c(O/N=C(\N)c3ccc(C(F)(F)F)cc3)ncnc21
    5.2µM*	-16%	4%
CCN1CCN(C(=O)CSCc2nc(-c3ccc(OC)c(OC)c3)oc2C)CC1
    -1%	-5%	-2%
CCN1CCN(c2nc(C)nc3c2sc(=S)n3C)CC1
    -26%	-1%	-5%
CCOc1ccc(N(CC(=O)NCc2ccc(F)cc2)S(=O)(=O)c2c(C)noc2C)cc1
    ?	2%	4%
CC(C)C1O/C(=N/C(=O)Nc2ccc(Cl)c(Cl)c2)NC1=O (configuration not stated)
    ?	11%	3%
O=C(COC(=O)C1CCCO1)Nc1cccc(C(F)(F)F)c1 (configuration not stated)
    0%	-8%	1%
CCOC(=O)N1CCN(S(=O)(=O)c2ccc3c4c(cccc24)C(=O)N3)CC1
    -20%	1%	1%
COC(=O)c1cc(C(=O)N2CCOCC2)cc([N+](=O)[O-])c1
    7%	-1%	3%
Cc1ccc(C(=O)NCCNC(=O)COc2ccc(Cl)cc2)cn1
    -1%	2%	-10%
CC(=O)NCCc1ccc(S(=O)(=O)N(C)C2CCS(=O)(=O)C2)cc1 (configuration not stated)
    1%	3%	-2%
COc1cccc(/C=N/NC(=S)Nc2cccc(C(=O)O)c2)c1
    13%	1%	1%
COc1ccc2[nH]c3c(c2c1)CCN1C(=O)C(CC(=O)NCC24CC5CC(CC(C5)C2)C4)C[C@H](C(=O)N2CCOCC2)[C@@]31CCC1CCCC1 (some centres not stated)
    ?	·	1%[56.1 µM]
CN(Cc1n[nH]c(=S)n1C)S(=O)(=O)c1ccccc1
    -9%	6%	2%
Cc1oc(-c2ccccc2F)nc1CS(=O)CC(=O)NCc1ccc(Cl)cc1 (configuration not stated)
    1%	1%	2%

Profiles as entered above. Order of values: DT40 TDP1 no CPT	N370S GC	TDP1 inh
Listed for CCOC(=O)N1CCN(S(=O)(=O)c2ccc3c4c(cccc24)C(=O)N3)CC1 → -20%	1%	1%
Listed for Cc1c(C#N)c(SCC(N)=O)nc2c1CCCC2 → -7%	9%	3%
Listed for CCN1CCN(c2nc(C)nc3c2sc(=S)n3C)CC1 → -26%	-1%	-5%

(continued)
Values run as follows: DT40 TDP1 no CPT	N370S GC	TDP1 inh
Cc1ccc(Cn2c(=O)n(Cc3nc(-c4ccccc4)no3)c(=O)c3cc4c(cc32)OCO4)cc1
    11%	·	3%
O=C(CSc1cn[nH]n1)Nc1ccc(Cl)cc1Cl
    -22%	0%	-2%[0.0935 µM]
O=C(NCc1ccco1)/C(=C/C=C\c1ccccc1)NC(=O)c1ccc(Br)o1
    ?	-24%	-6%
COc1ccc(NC(=O)C2CC(=O)OC2(C)C)cc1 (configuration not stated)
    -13%	-20%	0%
CCN(CC(=O)Nc1ccc(OC)cc1)CC(=O)Nc1cccc(C#N)c1
    16%	2%	·
CCOC(=O)c1sc(=NC(=O)c2ccc(Cl)s2)n(C)c1C
    -9%	9%	8%
COc1ccc(NC(=O)CSc2nnc(NC(=O)C3CC3)s2)cc1OC
    7%	1%	5%
CSc1cccc(NC(=O)CN(C)S(=O)(=O)c2ccccc2)c1
    -29%	2%	7%
CC1=C(C)CC(C(=O)NCc2ccccc2F)C(C(=O)O)C1 (configuration not stated)
    ·	0%	5%
COc1cc(/C=C/C(=O)OCC(=O)c2ccc3c(c2)NC(=O)CO3)ccc1OC(F)F
    -16%	·	-4%
CC(Cc1ccccc1)NC(=O)CCCN1C(=O)c2ccccc2C1=O (configuration not stated)
    13%	3%	·
CC(=O)Nc1cccc(NC(=O)c2ccccc2OCc2c(C)noc2C)c1
    ?	3%	7%
CSC(=NNC(=O)c1ccccc1O)SC
    ?	1%	4%
Cc1c(Cc2ccccc2)c(=O)oc2c(C)c(OCC(=O)NCC3CCC(C(=O)O)CC3)ccc12 (configuration not stated)
    -20%	2%	·
Cc1ccc(-c2nnc(Nc3cccc(C(F)(F)F)c3)c3ccccc23)cc1S(=O)(=O)N1CCOCC1
    8.2µM*	·	12%
COC(=O)N[C@@H](c1cccc(F)c1)[C@@H](C)[N+](=O)[O-]
    ·	18%	6%
CCc1ccccc1NC(=S)N(CCN1CCOCC1)C1CCN(C(C)=O)CC1
    -9%	-3%	-2%
CCCCN(C(=O)CSc1nnc(Nc2ccccc2)s1)c1c(N)n(CCC)c(=O)[nH]c1=O
    9%	-3%	2%
COc1ccc(Cc2nnc(NC(=O)c3c(-c4ccccc4)noc3C)s2)cc1OC
    ·	-4%	5%
COc1ccc(C(=O)n2cnnc2N)cc1
    0%	-28%	5%
O=S(=O)(NCc1cc(-c2ccccc2)no1)c1ccccc1Cl
    7%	-9%	3%
COc1ccc(CN2CCNC(=O)C2CC(=O)N(C)CC2CCOCC2)c(F)c1 (configuration not stated)
    1%	1%	3%
Cc1c(Cl)cccc1NC(=O)CNC(=O)Cc1c[nH]c2ccccc12
    -2%	·	3%
COc1ccc(-n2nc3c(N4CCC(C(=O)N5CCCCCC5)CC4)nnc(C)c3c2C)cc1
    ?	-1%	5%
Cn1nc(C(=O)Nc2cccc(C(F)(F)F)c2)c2ccccc2c1=O
    ?	1%	0%
O=C(O)CSc1nnc(C2COc3ccccc3O2)n1-c1ccccc1 (configuration not stated)
    0%	-4%	-3%
CCN(CC)CCNC(=O)CN1C(=O)CSc2ccc(S(=O)(=O)N3CCOCC3)cc21
    10%&9%	·	3%
Cc1cccc(OCCNc2cc(N3CCN(CCO)CC3)ccc2[N+](=O)[O-])c1
    21µM*	?	5%
CC[N+](CC)(CC)CC(=O)Nc1ccc(SC(F)F)cc1
    -19%	-1%	4%
Cc1cc(C(=O)OCC(=O)NCc2ccc(Cl)cc2)c(C)o1
    18%	1%	7%
O=C(O)CCCCCN1C(=O)C(O)=C(C(=O)/C=C/c2ccccc2)C1c1ccccc1[N+](=O)[O-] (configuration not stated)
    -2%	-2%	-1%
Cc1ccc(C(=O)NCC(=O)NCC(=O)OCc2ccc(Cl)cc2)cc1
    -8%	5%	0%
CCn1c(=O)cc(OCC(=O)O)c2ccccc21
    3%	5%	1%
CCN=C1SC(CC(=O)NC(C)c2ccccc2)C(=O)N1CC (configuration not stated)
    0%	2%	-2%
COc1ccc(C2c3ccc(O)cc3Oc3ncn(CCCO)c(=N)c32)cc1OC (configuration not stated)
    7%	-10%	5%
COc1ccc(C2C(C#N)=C(N)OC3=C2C(=O)CCC3)cc1Cn1nc(C)c([N+](=O)[O-])c1C (configuration not stated)
    ?	-7%	6%
O=C(NC12CC3CC(CC(C3)C1)C2)c1c(Cl)cccc1Cl
    0%	-18%	·
CN(C)c1ncc2ncc(=O)n(CCc3ccccc3)c2n1
    26µM*	-17%	·
COc1cc(C(=O)NCC(=O)N/N=C(\C)Cc2ccccc2)cc(OC)c1OC
    -1%	-6%	0%
COc1ccc(-n2c(SCC(=O)N3CCC(C(=O)O)CC3)nc3ccccc3c2=O)cc1OC
    -6%	-8%	4%
CNC(=O)C(=O)Nc1nc(C23CC4CC(CC(C4)C2)C3)cs1
    -24%	0%	3%
COc1ccccc1NCC(=O)NNCC(=O)Nc1ccc(F)c(Cl)c1
    -25%	0%	2%
CC1S/C(=C(\C#N)C(=O)NCc2ccco2)N(c2ccc(F)cc2)C1=O (configuration not stated)
    -1%	7%	3%
CCOC(=O)N1CCN(S(=O)(=O)c2ccc(C(=O)Nc3sc4c(c3C#N)CC(C)(C)NC4(C)C)cc2)CC1
    14%	-11%	4%
Nc1nnc(SCC(=O)NC2CCCCC2)s1
    5%	5%	-6%[56.1 µM]
O=C(NCCc1ccccc1)c1cc2sccc2n1Cc1ccc(F)cc1
    -29%	·	-4%
COCCNC(=O)c1cccc(NS(=O)(=O)c2cccc3cccnc23)c1
    -27%	-24%	8%
O=C(CN1CCN(c2ccccn2)CC1)Nc1ccc(Oc2ccccc2)cc1
    ?	4%	2%
O=C(NCCc1ccc(Cl)cc1Cl)c1cncc(Br)c1
    -5%	0%	·
COc1ccccc1CNc1cc(C)ccc1C
    -14%	4%	2%
COc1cc(/C(C)=N\NC(N)=S)cc(OC)c1OC
    5%	-21%	3%
CC(=O)c1ccc(N2C(=O)N(Cc3cc(C)ccc3C)c3ccccc3S2(=O)=O)cc1
    18µM*	·	5%
CCN(CC(=O)Nc1ccccc1C(F)(F)F)C(=O)c1cc2c(s1)CCCCC2
    23µM*	-7%	·
O=C(O)CCC(=O)N1N=C(c2cccs2)CC1c1cn(-c2ccccc2)nc1-c1ccccc1 (configuration not stated)
    ?	-16%	3%
COc1c(O)cc2oc3cc(O)c(CC=C(C)C)c(O)c3c(=O)c2c1CC=C(C)C
    12µM*	-7%&0%&2%	18%[56.1 µM]
COc1ccc(NC(=O)CCNC(=O)c2ccccc2Cl)cc1OC
    7%	-7%	·
COc1cccc(/C(O)=C2/C(=O)C(=O)N(CCN3CCOCC3)C2c2cccs2)c1 (configuration not stated)
    -23%	-12%	1%
CC1(C)N=C(c2ccc(Cl)cc2)C(=O)N1
    3%	?	0%
Cc1nn(CC(=O)NCc2cccnc2)c(=O)c2ccccc12
    2%	1%	-5%
CCCNC(=O)c1ccc(Cn2c(=S)[nH]c3c([nH]c4ccc(OC)cc43)c2=O)cc1
    ?	0%	-7%

Further entries
Values run as follows: DT40 TDP1 no CPT	N370S GC	TDP1 inh
O=C1c2c(O)cc(O)cc2O[C@H](c2ccc(O)c(O)c2)C1O (some centres not stated)
    ·	-4%	4%
O=S(=O)(c1ccc(SCCOc2ccccc2Cl)nc1)N1CCCC1
    ?	·	-8%
COC(=O)c1ccccc1NC(=O)c1cccs1
    -8%	10%	2%
CC1=C(C(=O)N2CCOCC2)C(c2cccc3ccccc23)NC(=S)N1 (configuration not stated)
    1%	7%	-14%
CCOC(=O)Cn1nc(NC(=O)c2ccc(C(=O)OC)cc2)cc1C
    ?	1%	3%
CC(C)OC(=O)NCCOC(=O)Nc1ccc(Cl)cc1
    15µM*	-2%	-2%
CCCn1c(-c2ccc(F)cc2)nc2c(N(C)CCN(C)C)nc(C)nc21
    ·	-8%	7%
CC(C)n1c(NCc2c[nH]c3ccccc23)nc2ccccc21
    13µM*	11%	-5%
CCOc1ccc(NC(=O)CN(C)S(=O)(=O)c2ccc(-c3ccc(=O)[nH]n3)s2)cc1
    13%	-3%	?
COc1cc(S(=O)(=O)N2CCN(c3ccccc3F)CC2)ccc1Cl
    -8%	-15%	3%
CCOC(=O)[C@@H]1[C@H]2COc3ccccc3[C@@H]2N2C(=O)N(c3ccccc3)C(=O)[C@@]12C
    -22%	-2%	·
COCCN(Cc1ccccc1)C(=O)c1cc(S(=O)(=O)N2CCCCCC2)ccc1OC
    ?	3%	·
CCc1ccc(NC(=O)CN(c2ccc(C)cc2)S(=O)(=O)c2c(C)nn(C)c2C)cc1
    ?	·	2%
COc1ccc(N[C@@H]2CCN3C(=O)c4ccccc4[C@@H]3C[C@H]2O)cc1
    -15%	·	1%[56.1 µM]
COc1ccc(NC(=O)c2cc(-c3ccc(C)c(C)c3O)n[nH]2)cc1Cl
    ?	-2%	·
CCSc1nc(N)nc(-c2cccs2)c1C#N
    ?	5%	1%
CCOc1ccc(S(=O)(=O)NC2CCCC2)cc1
    -9%	2%	6%
COc1ccc(OC)c(NC(=O)CS(=O)(=O)Cc2nc(-c3ccc(C)cc3)oc2C)c1
    ?	·	7%
Cc1cccnc1NC(=O)Nc1ccc(Cl)cc1
    19%	23%	·

Part of the list above in order of molar mass, smallest number first:
Values run as follows: DT40 TDP1 no CPT	N370S GC	TDP1 inh
COc1ccc(N[C@@H]2CCN3C(=O)c4ccccc4[C@@H]3C[C@H]2O)cc1
    -15%	·	1%[56.1 µM]
O=C(O)CSc1nnc(C2COc3ccccc3O2)n1-c1ccccc1 (configuration not stated)
    0%	-4%	-3%
COCCN(Cc1ccccc1)C(=O)c1cc(S(=O)(=O)N2CCCCCC2)ccc1OC
    ?	3%	·
CCOc1ccc(N(CC(=O)NCc2ccc(F)cc2)S(=O)(=O)c2c(C)noc2C)cc1
    ?	2%	4%

Bioassay records deposited in PubChem by National Center for Advancing Translational Sciences (NCATS).
